Screens from PubChem BioAssay.
NTMT1 inhibitor: NTMT1 methyltransferase inhibition | NTMT1 MTase-Glo SAH luminescence, purified enzyme | 2.5% of 59,000 active | AID 1645870 | Potency, µM (doses to about 114 µM), inactives show at the top dose activity change, negative = inhibition, usual class: inhibitors;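 further: potency means the concentration at half of the fitted maximal effect; plate controls were DMSO vehicle for no effect and no enzyme for full effect; nearly all actives have a fitted effect of over 65% in size; many of its hits are not listed in these tables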
Target sequence (Q9BV86 whole entry, looked up): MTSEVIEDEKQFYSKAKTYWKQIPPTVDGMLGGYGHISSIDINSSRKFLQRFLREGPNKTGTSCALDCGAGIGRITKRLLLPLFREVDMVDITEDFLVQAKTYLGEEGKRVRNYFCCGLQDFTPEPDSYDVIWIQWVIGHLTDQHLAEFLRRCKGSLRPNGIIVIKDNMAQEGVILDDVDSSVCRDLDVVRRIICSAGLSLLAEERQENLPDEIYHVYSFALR
FH mod: Identification of activators of human fumarate hydratase by quantitative high-throughput screening | Fumarate hydratase, mitochondrial (Homo sapiens), P07954 | FH coupled MDH/diaphorase resazurin fluorescence, 15 min | Potency, µM (series often up to 79.9 µM), for inactives: at the highest dose activity change, negative = inhibition, actives largely listed as inhibitors | 0.22% of 54,000 active | AID 1347055, 2019; further: potency means the concentration at half of the fitted maximal effect; on the % scale 0 is the no-effect control and ±100 the full control effect; the screen sought activators but most active calls are inhibition curves; nearly all actives have a fitted effect of over 45% in size
TSG101-PTAP inh: inhibitors of HIV-1 PTAP binding to human TSG101, validation; Q99816; Fluorescence polarization, FITC-PTAP peptide/Tsg101, 20 min; Potency, µM (titrated, usually from 115 µM), inactives show top-dose activity change, negative = inhibition, usual class: inhibitors; 44,000 tested, under 10 active; AID 1347069; further: potency means the concentration at half of the fitted maximal effect; 0% is about no effect
Target sequence (Q99816 whole entry, looked up): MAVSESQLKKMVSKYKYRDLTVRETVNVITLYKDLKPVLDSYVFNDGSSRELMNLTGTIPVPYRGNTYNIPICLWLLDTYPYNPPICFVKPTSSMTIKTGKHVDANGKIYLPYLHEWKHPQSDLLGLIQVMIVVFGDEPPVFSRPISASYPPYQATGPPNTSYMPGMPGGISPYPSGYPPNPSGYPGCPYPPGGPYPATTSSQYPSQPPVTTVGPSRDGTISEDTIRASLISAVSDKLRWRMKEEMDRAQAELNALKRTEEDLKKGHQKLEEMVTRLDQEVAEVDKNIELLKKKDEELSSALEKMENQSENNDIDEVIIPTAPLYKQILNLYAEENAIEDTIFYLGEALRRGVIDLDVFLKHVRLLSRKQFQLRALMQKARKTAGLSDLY
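Fluorescence polarization: Tsg101 binding domain (10 uM final) in 10 mM HEPES pH 7.5, 0.15 M NaCl, 0.01% Tween 20, 3 mM EDTA, 0.1 mM TCEP; compounds pinned; FITC-PTAP peptide 50 nM final; 20 min, r.t.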
B2AR arrestin ag: agonists recruiting beta-arrestin to human beta2-adrenergic receptor. P07550. HTLA Tango cells, beta-arrestin recruitment, luciferase luminescence, 18 h. Potency, µM (series often up to 46.1 µM), for the others: at the top dose activation, actives largely listed as activators. 44,000 tested, under 10 active. AID 1347077;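 further: potency means the concentration at half of the fitted maximal effect; 0% = DMSO and full agonism = EC100 isoproterenol or metaproterenol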
Target sequence (P07550 whole entry, looked up): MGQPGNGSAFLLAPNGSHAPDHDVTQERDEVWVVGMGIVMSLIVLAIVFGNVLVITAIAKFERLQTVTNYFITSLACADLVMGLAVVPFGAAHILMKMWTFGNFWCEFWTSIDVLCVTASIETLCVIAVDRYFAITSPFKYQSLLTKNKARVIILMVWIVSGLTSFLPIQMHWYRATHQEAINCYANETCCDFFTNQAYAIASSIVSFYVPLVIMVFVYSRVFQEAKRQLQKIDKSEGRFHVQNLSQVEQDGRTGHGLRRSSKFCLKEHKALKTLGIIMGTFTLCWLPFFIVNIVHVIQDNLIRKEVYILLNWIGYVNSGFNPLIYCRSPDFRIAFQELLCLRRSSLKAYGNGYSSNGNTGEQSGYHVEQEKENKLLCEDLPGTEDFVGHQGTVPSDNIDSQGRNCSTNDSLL
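Tango cell line, 1% FBS DMEM; cpd titration up to 46 microM; 18 hr, 37 degrees C, 5% CO2. Luciferin/ATP substrate mix added, 15 min RT, luminescence. %Activity, CRC fitting, curve-class categorization.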
GALK inh: inhibitors of human galactokinase (GALK). P51570. recombinant GALK, Kinase-Glo ATP luminescence, 1 h. Potency, µM (doses to about 57.5 µM), for the others: at the highest dose activity, negative = inhibition, usual class: inhibitors. 44,000 tested, under 10 active. AID 1347072;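 further: plate controls were full GALK reaction for no effect and reaction lacking GALK for full effect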
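Compounds were pinned into ATP buffer, then GALK-galactose mix was added (final 5 nM enzyme, 35 uM ATP, 100 uM galactose, pH 8.0). After 1 h at room temperature, Kinase-Glo Plus was added and luminescence read.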
p53null 39C tox: p53 null cell cytotoxicity, nonpermissive temperature | H1299 p53-null (neo) cells, 39C, ATPlite viability, 24 h | Potency, µM (doses to about 46.1 µM), for inactives: at the top dose activity, negative = cell killing, usual class: cytotoxic | 0.97% of 55,000 active | AID 904;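 further: potency means the concentration at half of the fitted maximal effect; 0% = DMSO only and -100% = full killing by 100 µM tamoxifen; nearly all actives have a fitted effect of over 50% in size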
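ATP-luminescence viability readout (ATPlite, 20 min RT) after 24 hr compound treatment at 39C of H1299-neo or H1299-p53A138V cells; titration up to 46 uM; normalized to DMSO and 100 uM tamoxifen; Hill-fit AC50.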
p53null 32C tox: kills p53 null cells at the permissive temperature; H1299-neo p53 null cells, ATP luminescence, 24 h, 32C; Potency, µM (series often up to 46.1 µM), inactives show at the top dose activity change, negative = cytotoxicity, actives largely listed as cytotoxic; 0.62% of 55,000 active;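 further: potency means the concentration at half of the fitted maximal effect; 0% = DMSO only and -100% = full killing by 100 µM tamoxifen; nearly all actives have a fitted effect of over 55% in size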
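Cytotoxicity: H1299-neo (no p53), 32C, 24 h treatment. Concentrations up to 46 uM. Readout cellular ATP, luminescence. Normalization to DMSO basal and tamoxifen 100 uM maximal kill.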
* hit, by the source's call; [ ] = another dose, or the depositor's remark. The call rests on the fitted dose curve; in most records, active means well fitted curve in the direction sought with a large enough effect; inconclusive means small, poorly fitted or top-dose-only effect, or another doubt; inactive means no such curve, though single readings can be large; an effect the other way counts as inactive or inconclusive. The list is partial; rates above refer to the full screens.

For O=C(NC1CC(=O)N(c2ccccc2)C1)C(c1ccccc1)c1ccccc1 (configuration not stated) the results were NTMT1 inhibitor 6%, FH mod 14%, TSG101-PTAP inh 2%, B2AR arrestin ag -3%, GALK inh 0%, p53null 39C tox -7% and p53null 32C tox -5%.
For Cc1cccc(CSc2ccc(-c3cccs3)nn2)c1 the results were NTMT1 inhibitor inconclusive, FH mod -5%, TSG101-PTAP inh 0%, B2AR arrestin ag -1%, GALK inh -1%, p53null 39C tox -27% and p53null 32C tox -28%.
COC(=O)c1ccccc1NC(=O)Cn1c(=O)cc(C)c2c(C)nn(C)c21 was read as NTMT1 inhibitor 7%, FH mod 9%, TSG101-PTAP inh -6%, B2AR arrestin ag -1%, GALK inh 0%, p53null 39C tox -12% and p53null 32C tox -3%.
`O=C(CCNS(=O)(=O)c1ccc(Br)s1)Nc1ccc(Br)cc1` gave NTMT1 inhibitor 1%, FH mod -9%, TSG101-PTAP inh -1%, B2AR arrestin ag 1%, GALK inh -6%, p53null 39C tox -10% and p53null 32C tox -8%.
For Cc1c(C(=O)Nc2ccc(F)cc2F)sc2nc3n(c(=O)c12)N=C(c1ccccc1)CS3 the results were NTMT1 inhibitor 12%, FH mod -3%, TSG101-PTAP inh 2%, B2AR arrestin ag -2%, GALK inh 0%, p53null 39C tox -19% and p53null 32C tox -11%.
`CC(=O)c1cccc(NC(=O)CN2C(=O)CC(c3ccc(C)cc3C)=Nc3ccccc32)c1` gave NTMT1 inhibitor 6%, FH mod 0%, TSG101-PTAP inh -11%, B2AR arrestin ag 1%, GALK inh 0%, p53null 39C tox 11% and p53null 32C tox 4%.
O=C(CCNS(=O)(=O)c1ccc2c(c1)CCCC(=O)N2)NCc1ccc(Cl)cc1 was read as NTMT1 inhibitor 17%, FH mod -5%, TSG101-PTAP inh 0%, B2AR arrestin ag 0%, GALK inh 0%, p53null 39C tox -2% and p53null 32C tox 0%.
`CCc1ccc(C2N=C(N)Nc3nc4ccccc4n32)cc1` (configuration not stated) gave NTMT1 inhibitor inconclusive, FH mod -12%, TSG101-PTAP inh -6%, B2AR arrestin ag 0%, GALK inh 5%, p53null 39C tox 4% and p53null 32C tox inconclusive.
Screening CSc1ccc(-c2nnc(NC(=O)c3ccc4c(c3)OCCO4)o2)cc1 returned NTMT1 inhibitor 0%, FH mod 16%, TSG101-PTAP inh 1%, B2AR arrestin ag 1%, GALK inh -6%, p53null 39C tox inconclusive and p53null 32C tox -16%.
Screening CCC(Cc1ccccc1)NC(=O)c1oc(=O)c2ccccc2c1-c1ccccc1 (configuration not stated) returned NTMT1 inhibitor 2%, FH mod -19%, TSG101-PTAP inh -3%, B2AR arrestin ag 1%, GALK inh 1%, p53null 39C tox 96%[activator] and p53null 32C tox -1%.
`COc1ccc(-c2cn3nc(N4CCC(C(=O)Nc5cccc(OC)c5)CC4)sc3n2)cc1` gave NTMT1 inhibitor -3%, FH mod 5%, TSG101-PTAP inh 1%, B2AR arrestin ag 0%, GALK inh 1%, p53null 39C tox -7% and p53null 32C tox -6%.
`Cc1cccc(-c2nc3c(C#N)c[nH]n3c2NC2CCCCC2)c1` gave NTMT1 inhibitor -1%, FH mod -7%, TSG101-PTAP inh -2%, B2AR arrestin ag -2%, GALK inh 0%, p53null 39C tox -27% and p53null 32C tox -8%.
For CCCOC(=O)c1ccc(NC(=O)C2CC(=O)N(c3ccc(C)cc3)C2)cc1 (configuration not stated) the results were NTMT1 inhibitor 4%, FH mod -3%, TSG101-PTAP inh 2%, B2AR arrestin ag 3%, GALK inh 3%, p53null 39C tox 24% and p53null 32C tox 23%.
Screening COc1ccc(NC(=O)CCS(=O)(=O)c2cc3c(cc2C)NC(=O)CO3)cc1Cl returned NTMT1 inhibitor -8%, FH mod -19%, TSG101-PTAP inh 3%, B2AR arrestin ag 0%, GALK inh 4%, p53null 39C tox -26% and p53null 32C tox 20%.
CCOc1ccccc1-c1nc(SCC(=O)c2ccc(OC)c(Br)c2)n[nH]1 was read as NTMT1 inhibitor inconclusive, FH mod -25%, TSG101-PTAP inh -1%, B2AR arrestin ag -3%, GALK inh -11%, p53null 39C tox 6% and p53null 32C tox -1%.
`COc1ccc(S(=O)(=O)N(CC(=O)NCCSCc2ccccc2)c2ccc(C)cc2)cc1` gave NTMT1 inhibitor -3%, FH mod -13%, TSG101-PTAP inh 0%, B2AR arrestin ag -2%, GALK inh -1%, p53null 39C tox 6% and p53null 32C tox -2%.
`COc1ccc(NC(=O)Cn2c(C)cc3ccccc3c2=O)c(OC)c1` gave NTMT1 inhibitor 18%, FH mod 0%, TSG101-PTAP inh -3%, B2AR arrestin ag 1%, GALK inh 1%, p53null 39C tox 24% and p53null 32C tox 0%.
`COc1ccc(Cn2c(CO)cnc2SCc2ccccc2C)cc1` gave NTMT1 inhibitor -3%, FH mod -1%, TSG101-PTAP inh 1%, B2AR arrestin ag 0%, GALK inh -2%, p53null 39C tox 13% and p53null 32C tox 5%.
Screening O=C(Nc1ccc(NC(=O)c2cccs2)cc1)c1ccc(Br)cc1 returned NTMT1 inhibitor 1%, FH mod -9%, TSG101-PTAP inh 0%, B2AR arrestin ag 6%, GALK inh 1%, p53null 39C tox 0% and p53null 32C tox 2%.
`Cc1ccc(C(c2sc3nc(-c4ccco4)nn3c2O)N2CCN(Cc3ccccc3)CC2)cc1` (configuration not stated) gave NTMT1 inhibitor 12%, FH mod -32%, TSG101-PTAP inh 0%, B2AR arrestin ag 5%, GALK inh -2%, p53null 39C tox 19% and p53null 32C tox 20%.
`O=C(COc1ccccc1)Nc1ccccc1C(=O)OCc1cc(=O)n2nc(C3CC3)sc2n1` gave NTMT1 inhibitor 9%, FH mod 3%, TSG101-PTAP inh -9%, B2AR arrestin ag -1%, GALK inh -1%, p53null 39C tox -6% and p53null 32C tox 0%.
`Cc1ccc2ccc(C(Nc3ccccn3)c3ccccc3)c(O)c2n1` (configuration not stated) gave TSG101-PTAP inh -11%, B2AR arrestin ag -2%, GALK inh 2%, p53null 39C tox inconclusive and p53null 32C tox -24%.
For Cc1ccc(-n2ncc(C(=O)NCCCN3CCc4ccccc4C3)c2C2CCN(C(=O)OC(C)(C)C)CC2)c(C)c1 the results were NTMT1 inhibitor 9%, FH mod -11%, TSG101-PTAP inh -8%, B2AR arrestin ag 0%, GALK inh 1%, p53null 39C tox inconclusive and p53null 32C tox 8%.
For COCCCNC(=O)Cn1c(=O)n(-c2ccc(C)c(C)c2)c(=O)c2c3c(sc21)CCCCC3 the results were NTMT1 inhibitor 12%, FH mod 2%, TSG101-PTAP inh 0%, B2AR arrestin ag 1%, GALK inh 1%, p53null 39C tox inconclusive and p53null 32C tox 8%.
For COc1ccc(-n2c(SCc3nc(-c4ccc(C)cc4)no3)nnc2-c2ccccc2)cc1 the results were NTMT1 inhibitor 3%, FH mod -14%, TSG101-PTAP inh -6%, B2AR arrestin ag -1%, GALK inh 2%, p53null 39C tox 37%[activator] and p53null 32C tox 21%.
`Cc1ccc(CNc2ccc(-c3nc(-c4ccccn4)no3)cc2[N+](=O)[O-])cc1` gave NTMT1 inhibitor -4%, FH mod -5%, TSG101-PTAP inh 2%, B2AR arrestin ag -2%, GALK inh 5%, p53null 39C tox -9% and p53null 32C tox -3%.
For COc1ccccc1NC(=O)CCS(=O)(=O)c1ccc2nc(C)sc2c1 the results were NTMT1 inhibitor -11%, FH mod -16%, TSG101-PTAP inh -6%, B2AR arrestin ag 0%, GALK inh 3%, p53null 39C tox 0% and p53null 32C tox -4%.
For Cc1cc2c(cc1S(=O)(=O)CCC(=O)NC1CCC(C)CC1)OCC(=O)N2 (configuration not stated) the results were NTMT1 inhibitor -5%, FH mod -2%, TSG101-PTAP inh -5%, B2AR arrestin ag -2%, GALK inh 2%, p53null 39C tox 8% and p53null 32C tox -13%.
For CC1CCN(c2nc3ccc(C(=O)NCc4ccccc4Cl)cc3s2)CC1 the results were NTMT1 inhibitor -10%, FH mod -13%, TSG101-PTAP inh -1%, B2AR arrestin ag 0%, GALK inh -1%, p53null 39C tox -13% and p53null 32C tox -3%.
`COc1ccc(NC(=O)CN(C)S(=O)(=O)c2ccc3c(c2)CCC(=O)N3)c(OC)c1` gave NTMT1 inhibitor -2%, FH mod 6%, TSG101-PTAP inh -5%, B2AR arrestin ag -2%, GALK inh -1%, p53null 39C tox 15% and p53null 32C tox -2%.
For CCc1cccc(NC(=O)C(CC(C)C)NS(=O)(=O)c2ccc3c(c2)oc(=O)n3C)c1 (configuration not stated) the results were NTMT1 inhibitor 11%, FH mod -18%, TSG101-PTAP inh 1%, B2AR arrestin ag 0%, GALK inh -1%, p53null 39C tox -11% and p53null 32C tox 3%.
Screening O=C(Nc1cccc(Cl)c1)C1CCN(c2nc3ccccc3nc2C(F)(F)F)CC1 returned NTMT1 inhibitor 3%, FH mod -5%, TSG101-PTAP inh -1%, B2AR arrestin ag 0%, GALK inh 5%, p53null 39C tox 1% and p53null 32C tox 37%[activator].
Cc1ccc(-c2nc3cc(C(C)C)ccc3o2)cc1NC(=O)c1cccs1 was read as NTMT1 inhibitor -4%, FH mod -7%, TSG101-PTAP inh -4%, B2AR arrestin ag -2%, GALK inh 8%, p53null 39C tox inconclusive and p53null 32C tox inconclusive.
For CCOc1ccc(N2CC(NC(=O)c3cc4ccccc4o3)CC2=O)cc1 (configuration not stated) the results were NTMT1 inhibitor 20%, FH mod -8%, TSG101-PTAP inh 0%, B2AR arrestin ag -3%, GALK inh 0%, p53null 39C tox 24% and p53null 32C tox -1%.
O=C(Cn1c(=O)oc2cc(S(=O)(=O)NCc3ccccc3)ccc21)NCc1ccc(Cl)cc1 was read as NTMT1 inhibitor -1%, FH mod 6%, TSG101-PTAP inh -5%, B2AR arrestin ag 3%, GALK inh 0%, p53null 39C tox 7% and p53null 32C tox -2%.
`CCOC(=O)c1[nH]c(C)c(CCC(=O)NCc2ccc(OC(C)C)cc2)c1C` gave NTMT1 inhibitor 15%, FH mod 2%, TSG101-PTAP inh -5%, B2AR arrestin ag 1%, GALK inh 0%, p53null 39C tox 3% and p53null 32C tox 6%.

Not a retest: 2 of the compounds above.
`COc1ccc(NC(=O)CN(C)S(=O)(=O)c2ccc3c(c2)CCC(=O)N3)c(OC)c1` gave NTMT1 inhibitor -2%, FH mod 6%, TSG101-PTAP inh -5%, B2AR arrestin ag -2%, GALK inh -1%, p53null 39C tox 15% and p53null 32C tox -2%.
For CCc1cccc(NC(=O)C(CC(C)C)NS(=O)(=O)c2ccc3c(c2)oc(=O)n3C)c1 (configuration not stated) the results were NTMT1 inhibitor 11%, FH mod -18%, TSG101-PTAP inh 1%, B2AR arrestin ag 0%, GALK inh -1%, p53null 39C tox -11% and p53null 32C tox 3%.
